High-throughput results deposited in PubChem by several laboratories.
SR-BI DiI-HDL act: activators of SR-BI mediated HDL lipid uptake | 320,000 tested, 0.096% active | activation, % at 12.5 µM | CHO ldlA[mSR-BI] cells, DiI-HDL uptake fluorescence, 3 h; 100 = double the neutral-control signal | AID 504775;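 active means mean replicate activation of at least 60% and every replicate at or above 60%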;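 further: 0% = median plate neutral-control signal and 100% = twice that signal; values of inactives mirror those of a sister screen read the other way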
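System: CHO ldlA[mSR-BI] cells / Medium: HEPES-buffered (25 mM, pH 7.4) F12 plus 0.5% BSA / Probe or stimulus: labelled HDL, 10 µg/mL / Doses: single compound concentration, delivered by pin transfer / Schedule: 3 h, 37 °C / Measured by: DiI fluorescence, bottom read / Measure: cell-associated DiI fluorescence as measure of HDL uptake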
Pemphigus Ab inh: inhibitors of pemphigus antibody binding to human desmoglein-3. DSG3-coupled beads, scFv-anti-DSG3-GFP binding, flow cytometry; stronger effect = lower value. 310,000 tested, 0.48% active. AID 588358. binding (percent of control), % at 10 µM;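 active means binding more than 3 SD below its plate's average and above zero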;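 further: hits lower antibody fragment binding to DSG3; some compounds called inactive have numbers as strong as hits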
PKA-R2B activ: PKA-R2B complex activation. PKA-R2B holoenzyme dissociation, Cy5-IP20 fluorescence polarization; R2B truncated from residue 108, S112A mutant; 0% DMSO only, 100% 113 µM cGMP. activation, % at 11.4 µM. 340,000 tested, 0.079% active;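 active means activation above a cutoff set at the mean over all compounds plus 3 SD, cut at about 18% in these data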;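 further: higher means more holoenzyme dissociation and a rise in polarization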
Target sequence (P31323 whole entry, looked up, other chains not shown, the tested form may be a part): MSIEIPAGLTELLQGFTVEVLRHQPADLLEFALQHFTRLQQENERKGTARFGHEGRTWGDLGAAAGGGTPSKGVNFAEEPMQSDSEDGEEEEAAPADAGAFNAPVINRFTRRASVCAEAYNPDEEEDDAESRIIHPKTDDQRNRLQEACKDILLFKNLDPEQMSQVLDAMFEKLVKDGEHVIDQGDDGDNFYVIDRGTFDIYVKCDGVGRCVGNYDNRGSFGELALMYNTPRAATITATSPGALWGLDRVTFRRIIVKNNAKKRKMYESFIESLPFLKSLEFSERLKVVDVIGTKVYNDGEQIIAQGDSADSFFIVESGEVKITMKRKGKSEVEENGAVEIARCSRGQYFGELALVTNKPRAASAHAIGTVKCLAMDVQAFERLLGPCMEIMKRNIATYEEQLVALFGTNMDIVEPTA
Mot1-301 SUMO: inhibitors of SUMOylation pathway: yeast Mot1-301 growth rescue; 320,000 tested, 1% active; S. cerevisiae Mot1-301 growth rescue, ATP luminescence, 38.5C; percent above DMSO median, 100 means doubled; growth rescue, % at 18.8 µM;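 active means every valid replicate shows activation above 250% relative to neutral control wells; inactive means the rest, any valid replicate at or below 250%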;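 further: OY570 slx delta 5 strain wells were the positive control but not used for scaling; some compounds called inactive have numbers as strong as hits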
MITF act: MITF TRPM1 promoter activation in melanoma cells; activation, % at 12.5 µM; AID 588334; SK-MEL-5 TRPM1-promoter luciferase, 24 h; % of positive control, neutral wells = 0; 300,000 tested, 0.75% active;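 active means mean activation of at least 80% with every replicate also reaching 80%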;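 further: 0% = neutral control wells and 100% = parthenolide positive control wells; values of inactives mirror those of a sister screen read the other way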
Arrestin-AP2 inh: human beta-arrestin and AP2 interaction inhibition. FITC-arrestin peptide / GST-AP2 beads, flow cytometry; AP2 beta2 appendage carries R879A mutation. inhibition, % at 10 µM. 340,000 tested, 0.31% active. AID 504490;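 active means inhibition above a set limit, near 3 SD of compounds lacking own fluorescence, cut at about 54% in these data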;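 further: plate controls were DMSO wells for no effect and 5 µM unlabelled arrestin peptide for full effect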
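Test system: GST-tagged AP2 beta2-adaptin appendage (R879A) on 4 µm glutathione beads; also added: fluorescein-tagged arrestin peptide at 50 nM final; timing: 12 min plus 1 h, RT; signal: flow cytometry, FL1 (488/535 nm); read-out: percent drop in bead-associated FITC signal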
PKA-R1A activ: PKA-R1A complex activation | P00514+P68181 | PKA-R1A dissociation, Cy5-IP20 fluorescence polarization; scaled: DMSO 0%, 113 µM cGMP 100% | activation, % at 11.4 µM | 340,000 tested, 0.083% active;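 active means percent activation above the mean of all tested compounds plus 3 SD, cut at about 19% in these data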;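 further: higher means more PKAc released from R1A so a rise in polarization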
NSD2 inh: inhibitors of human histone methyltransferase NSD2. O96028. NSD2 peptide methylation, AlphaScreen, 120 min. inhibition, % at 12.5 µM. 310,000 tested, 0.54% active; in the data active means inhibition above about 50%
dFosB activator: activators of mouse delta FosB homodimer; purified delta FosB, TAMRA-CDK5 oligo fluorescence polarization; percent of positive-control signal above neutral wells; P13346; AID 493131; activation, % at 25 µM; 340,000 tested, 0.99% active;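 active means mean activation above about 17%, with every replicate also reaching it, limit read from the data, passing the limit was not always enough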;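 further: fluorescence polarization rise as delta FosB binds a TAMRA Cdk5 AP-1 oligo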
CDK5 p35 inh: blocks human CDK5/p35 kinase activity; inhibition, % at 10 µM; Q00535+Q15078; 330,000 tested, 0.01% active; Recombinant CDK5/p35, ADP-Glo luminescence, 60 min; AID 488839;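 active means highest replicate inhibition of at least 50% and at least 75% of replicates reaching 50%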;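 further: plate controls were DMSO neutral control for no effect and GW8510 at 10 µM for full effect; many of its hits are not listed in these tables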
Target sequence (Q00535 whole entry, looked up): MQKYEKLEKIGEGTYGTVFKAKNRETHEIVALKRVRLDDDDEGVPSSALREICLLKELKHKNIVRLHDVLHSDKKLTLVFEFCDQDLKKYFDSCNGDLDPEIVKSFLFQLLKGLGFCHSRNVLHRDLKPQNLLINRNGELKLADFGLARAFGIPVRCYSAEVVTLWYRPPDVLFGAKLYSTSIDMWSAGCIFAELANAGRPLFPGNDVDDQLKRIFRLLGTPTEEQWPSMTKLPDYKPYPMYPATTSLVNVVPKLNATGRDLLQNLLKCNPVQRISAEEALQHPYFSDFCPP
Target sequence (Q15078 whole entry, looked up): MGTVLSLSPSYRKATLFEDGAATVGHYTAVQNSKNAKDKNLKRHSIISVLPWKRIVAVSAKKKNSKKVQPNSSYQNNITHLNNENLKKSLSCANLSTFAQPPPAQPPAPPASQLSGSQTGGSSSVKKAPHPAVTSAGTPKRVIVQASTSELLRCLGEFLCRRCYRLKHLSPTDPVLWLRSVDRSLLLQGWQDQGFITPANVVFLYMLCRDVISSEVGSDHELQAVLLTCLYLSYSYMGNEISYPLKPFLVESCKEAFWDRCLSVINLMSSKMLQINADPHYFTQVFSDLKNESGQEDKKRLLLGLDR
SR-BI DiI inh: inhibitors of mouse SR-BI mediated HDL lipid uptake. inhibition, % at 12.5 µM. 320,000 tested, 0.96% active. Q61009. AID 488896. ldlA[mSR-BI] CHO cells, DiI-HDL uptake fluorescence, 3 h;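 active means mean replicate inhibition of at least 70% and a set share of replicates each scoring 70 or more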;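 further: 0% = median of neutral control wells and 100% = median of positive control wells; values of inactives mirror those of a sister screen read the other way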
Numbers without * were called inactive; nt = not tested or not shown.

(1) CCCCNC(=O)CC1N=C2c3ccccc3N=C(SCC(=O)Nc3cccc(OC)c3)N2C1=O (configuration not stated)
(2) CCC(Sc1nc2n[nH]c(C)c2c(=N)n1-c1cccc(Cl)c1C)C(=O)N(CC)CC (configuration not stated)
(3) CC1=CC(C)(C)N2C(=O)C3(C(C#N)=C(N)OC4=C3C(=O)CCC4)c3c(C)c(C)cc1c32 (configuration not stated)
(4) Cc1cn(CC(=O)NCc2ccccn2)c(=O)[nH]c1=O
(5) COc1ccc(S(=O)(=O)N2CCOCC2)cc1NC(=O)COC(=O)c1[nH]c(C)c(C(C)=O)c1C
(6) COc1ccc(C(=O)N/N=C(\C)c2cccc(NC(=O)c3ccc(F)cc3)c2)c(OC)c1
(7) CC(C)CCn1c(COc2ccccc2)n[nH]c1=S
(8) Cc1occc1C(=O)N/N=C/C=C/c1ccccc1[N+](=O)[O-]

entry no.,1,2,3,4,5,6,7,8
SR-BI DiI-HDL act,-1,-4,18,-15,1,-22,10,-63
Pemphigus Ab inh,103,106,nt,104,148,104,103,87
PKA-R2B activ,-2,0,-14,-4,-9,1,-5,7
Mot1-301 SUMO,-21,-2,11,nt,13,-4,nt,nt
MITF act,nt,-9,nt,-9,-10,70,-3,20
Arrestin-AP2 inh,12,11,23,-6,2,-5,18,1
PKA-R1A activ,8,-5,-12,-5,-8,-10,-3,-6
NSD2 inh,2,0,-2,nt,-1,-2,3,4
dFosB activator,-11,16,9,-4,1,-6,2,-2
CDK5 p35 inh,-0.9,-3.0,1.5,-1.5,0.1,-0.2,-0.9,0.0
SR-BI DiI inh,1,4,-18,15,-1,22,-10,63

Sorted by the number under MITF act (falling): three from the list above
item	smiles	SR-BI DiI-HDL act	Pemphigus Ab inh	PKA-R2B activ	Mot1-301 SUMO	MITF act	Arrestin-AP2 inh	PKA-R1A activ	NSD2 inh	dFosB activator	CDK5 p35 inh	SR-BI DiI inh
6	COc1ccc(C(=O)N/N=C(\C)c2cccc(NC(=O)c3ccc(F)cc3)c2)c(OC)c1	-22	104	1	-4	70	-5	-10	-2	-6	-0.2	22
7	CC(C)CCn1c(COc2ccccc2)n[nH]c1=S	10	103	-5	nt	-3	18	-3	3	2	-0.9	-10
4	Cc1cn(CC(=O)NCc2ccccn2)c(=O)[nH]c1=O	-15	104	-4	nt	-9	-6	-5	nt	-4	-1.5	15

(cont.)
(9) Cc1ccc(NC(=O)CCCn2nc(C)c3c(C)n(-c4ccccc4)nc3c2=O)cc1C
(10) Nc1ccc(Oc2ncccn2)cc1
(11) CCOC(=O)C1(Cc2ccccc2C(F)(F)F)CCN(C(=O)c2cc(C)n(C)n2)CC1
(12) Cc1ccc(S(=O)(=O)N2CCOCC2)cc1N/N=C(\C#N)c1nc2ccccc2[nH]1
(13) COc1ccc(Cl)cc1NC(=O)C[n+]1ccccc1
(14) COc1ccccc1CNC(=S)NC1CCCCC1
(15) COc1ccc2cc(/C(C)=N/NC(=O)c3cc(-c4cccnc4)nc4ccccc34)ccc2c1
(16) O=CN1CCN(C(C(=O)NC2CCCC2)c2ccc(Cl)cc2)CC1 (configuration not stated)

entry no.,9,10,11,12,13,14,15,16
SR-BI DiI-HDL act,7,-17,3,-10,-1,-5,-19,-2
Pemphigus Ab inh,108,103,113,106,102,82,82,94
PKA-R2B activ,-7,-4,-6,2,-3,-7,-7,5
Mot1-301 SUMO,30,60,-11,49,4,21,-4,-2
MITF act,-10,-23,35,8,-9,2,-1,nt
Arrestin-AP2 inh,-7,3,-3,10,-12,0,27,-1
PKA-R1A activ,8,0,-11,-5,-6,-8,-6,6
NSD2 inh,0,-1,-1,0,-5,-2,0,nt
dFosB activator,-2,-13,-6,-15,-1,1,2,1
CDK5 p35 inh,-2.5,-0.3,-2.2,0.5,-0.7,-0.7,0.1,0.7
SR-BI DiI inh,-7,17,-3,10,1,5,19,2

Given with values under each structure: part of the list above
Every second line gives: SR-BI DiI-HDL act	Pemphigus Ab inh	PKA-R2B activ	Mot1-301 SUMO	MITF act	Arrestin-AP2 inh	PKA-R1A activ	NSD2 inh	dFosB activator	CDK5 p35 inh	SR-BI DiI inh
6) COc1ccc(C(=O)N/N=C(\C)c2cccc(NC(=O)c3ccc(F)cc3)c2)c(OC)c1
 : -22	104	1	-4	70	-5	-10	-2	-6	-0.2	22
7) CC(C)CCn1c(COc2ccccc2)n[nH]c1=S
 : 10	103	-5	nt	-3	18	-3	3	2	-0.9	-10

(list continues)
(17) CCOC(=O)C1=CNS(=O)(=O)NC1c1ccc(C)cc1 (configuration not stated)
(18) CC1CCCCN1C(=O)CSc1nc(-c2ccccc2)cn1N (configuration not stated)
(19) COc1cc(-c2nnn(Cc3ccccc3C)n2)cc(OC)c1OC
(20) COc1ccc(OCC(O)CON2C(=O)c3ccccc3C2=O)cc1 (configuration not stated)
(21) Cc1cccc2c1N(CCOc1ccccc1Cl)C(=O)C2=O
(22) CS(=O)(=O)N(CC(O)Cn1c2ccccc2c2ccccc21)c1ccccc1 (configuration not stated)
(23) CC1=NN(c2ccccc2)C(=O)/C1=C\c1cc(C)n(-c2ccccc2)c1C
(24) CC(=O)NC(c1ccccc1)c1cc(Cl)c2cccnc2c1O (configuration not stated)

entry no.,17,18,19,20,21,22,23,24
SR-BI DiI-HDL act,-14,18,-101,3,15,8,-11,45
Pemphigus Ab inh,90,108,98,98,101,104,99,103
PKA-R2B activ,3,-3,-5,-5,-2,-4,-10,2
Mot1-301 SUMO,nt,nt,2,-16,-6,10,26,1
MITF act,7,3,-8,nt,-10,14,56,nt
Arrestin-AP2 inh,12,3,6,0,0,-1,7,2
PKA-R1A activ,-10,-4,-9,-10,-6,2,-5,-2
NSD2 inh,nt,-3,54*,10,-1,-3,3,-5
dFosB activator,2,-5,-11,-5,-7,-2,-2,-5
CDK5 p35 inh,0.9,1.9,0.4,0.3,-0.8,0.2,2.2,-0.4
SR-BI DiI inh,14,-18,101*,-3,-15,-8,11,-45

(25) Cn1c(CNC(=O)c2ccccc2F)nnc1SCC(=O)N1CCN(c2ccccc2)CC1
(26) O=c1[nH]c(=S)[nH]cc1S(=O)(=O)c1cccc(Cl)c1
(27) COc1ccc(C(=O)Nc2ccccc2C(=O)NC(Cc2ccc(O)cc2)C(=O)NNC(=O)c2ccncc2)cc1 (configuration not stated)
(28) CC(/C=C/c1ccccc1)=N\NC(=O)C1CC1(C)c1ccccc1 (configuration not stated)
(29) CN(C)C(=O)CCc1ccc2c3c([nH]c2c1)[C@]1(C)[C@@H](C(=O)N2CCOCC2)C[C@H](CC(=O)NCC24CC5CC(CC(C5)C2)C4)C(=O)N1CC3
(30) O=C(Nc1c2c(nn1-c1ccccc1)CS(=O)(=O)C2)c1cc2ccccc2o1
(31) C=CCn1c(-c2csc(-c3ccc(Cl)cc3)n2)n[nH]c1=S
(32) CC1CN(Cc2c(O)ccc3c(=O)c(-c4ccccc4Cl)coc23)CC(C)O1 (configuration not stated)

entry no.,25,26,27,28,29,30,31,32
SR-BI DiI-HDL act,10,3,8,-10,-6,1,21,-13
Pemphigus Ab inh,122,112,100,nt,102,nt,104,98
PKA-R2B activ,0,5,-4,-5,7,6,-1,8
Mot1-301 SUMO,18,3,1,11,nt,1,nt,-17
MITF act,-2,-8,-3,nt,11,-8,19,4
Arrestin-AP2 inh,-2,-2,41,-5,11,22,3,27
PKA-R1A activ,1,-12,0,-6,5,-8,-6,2
NSD2 inh,-2,0,21,3,nt,4,1,61*
dFosB activator,1,1,-5,-5,-15,-4,-10,0
CDK5 p35 inh,0.1,-0.1,-1.2,1.4,-0.9,-0.1,-0.1,0.2
SR-BI DiI inh,-10,-3,-8,10,6,-1,-21,13

(33) O=C(NCc1ccco1)C1CCCN(S(=O)(=O)Cc2ccccc2)C1 (configuration not stated)
(34) Cc1cc(C)cc(NC(=O)c2ccc(CSc3nnc(C)s3)cc2)c1
(35) S=C(CN1CCCC1=S)NCCc1ccccc1
(36) NS(=O)(=O)c1cnccc1Nc1ccc(Cl)cc1
(37) O=C(Nc1cccc2ccccc12)c1cnsn1
(38) NC(=O)N=Nc1c(O)[nH]c2ccc([N+](=O)[O-])cc12
(39) CCC(C)C(=O)Nc1nnc(CCc2ccccc2)s1 (configuration not stated)
(40) COc1cc(OC)cc(-c2n[nH]c(=S)n2-c2cc(OC)ccc2OC)c1

entry no.,33,34,35,36,37,38,39,40
SR-BI DiI-HDL act,-17,4,-2,16,-8,23,21,nt
Pemphigus Ab inh,88,102,107,95,105,102,109,nt
PKA-R2B activ,-4,-8,-6,-10,-12,0,-1,-1
Mot1-301 SUMO,2,nt,21,36,5,92,36,nt
MITF act,-6,25,-14,0,19,2,nt,nt
Arrestin-AP2 inh,2,-3,7,5,-2,-1,18,12
PKA-R1A activ,7,-5,3,-19,-7,8,6,-5
NSD2 inh,2,-2,2,0,0,-3,-3,1
dFosB activator,3,-4,0,-3,-3,7,-5,-8
CDK5 p35 inh,-0.6,-0.6,-3.4,0.6,1.5,1.1,0.4,1.1
SR-BI DiI inh,17,-4,2,-16,8,-23,-21,nt

(41) CC(C(=O)Nc1ccc(C(=O)O)c(O)c1)N1C(=O)/C(=C\c2ccco2)SC1=S (configuration not stated)
(42) Cc1onc(-c2ccccc2)c1C(=O)NNC(=O)c1ccccc1O
(43) O=C(O)Cc1c[nH]c2ccc(O)cc12
(44) O=C1CCN(CCc2ccccc2)CCN1CCOc1ccccc1

entry no.,41,42,43,44
SR-BI DiI-HDL act,20,-41,10,4
Pemphigus Ab inh,98,106,113,104
PKA-R2B activ,5,3,11,-5
Mot1-301 SUMO,3,7,31,-5
MITF act,9,-22,-4,5
Arrestin-AP2 inh,-3,6,6,0
PKA-R1A activ,-9,-8,11,0
NSD2 inh,nt,3,nt,nt
dFosB activator,-6,0,7,6
CDK5 p35 inh,-1.5,1.3,1.1,-1.3
SR-BI DiI inh,-20,41,-10,-4
